Mtb UGM inh = M. tuberculosis UGM enzyme inhibitors, primary screen, biochemical, fluorescence polarization, single point; UDP-galactopyranose mutase (Mycobacterium tuberculosis (strain ATCC 25618 / H37Rv)), …; purified UGM, fluorescence polarization probe displacement; inhibition, % at 10 µM; 320,000 tested, 0.06% active; AID 504406, 2011; in the data active means inhibition above about 10%, passing the limit was not always enough
Mtb FBA inh = Mtb FBA enzyme inhibitors, primary screen, biochemical, fluorescence, strain H37Rv; inhibition, % at 1 µM; 360,000 tested, 2.3% active; AID 588726, 2011; Fructose-bisphosphate aldolase (Mycobacterium tuberculosis (strain ATCC 25618 / H37Rv)), …; purified M. tuberculosis FBA, fluorescence read-out; in the data active means inhibition above about 27%;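 further: 0% = vehicle and 100% = reference inhibitor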
TcdB inh = TcdB glycohydrolase inhibitors, primary screen, biochemical, single point, plate reader; Toxin B (Clostridioides difficile), P18177; TcdB glycohydrolase enzymatic assay; inhibition, % at 9.99 µM; 350,000 tested, 0.24% active; in the data active means inhibition above about 10%
Target sequence (P18177 whole entry, looked up): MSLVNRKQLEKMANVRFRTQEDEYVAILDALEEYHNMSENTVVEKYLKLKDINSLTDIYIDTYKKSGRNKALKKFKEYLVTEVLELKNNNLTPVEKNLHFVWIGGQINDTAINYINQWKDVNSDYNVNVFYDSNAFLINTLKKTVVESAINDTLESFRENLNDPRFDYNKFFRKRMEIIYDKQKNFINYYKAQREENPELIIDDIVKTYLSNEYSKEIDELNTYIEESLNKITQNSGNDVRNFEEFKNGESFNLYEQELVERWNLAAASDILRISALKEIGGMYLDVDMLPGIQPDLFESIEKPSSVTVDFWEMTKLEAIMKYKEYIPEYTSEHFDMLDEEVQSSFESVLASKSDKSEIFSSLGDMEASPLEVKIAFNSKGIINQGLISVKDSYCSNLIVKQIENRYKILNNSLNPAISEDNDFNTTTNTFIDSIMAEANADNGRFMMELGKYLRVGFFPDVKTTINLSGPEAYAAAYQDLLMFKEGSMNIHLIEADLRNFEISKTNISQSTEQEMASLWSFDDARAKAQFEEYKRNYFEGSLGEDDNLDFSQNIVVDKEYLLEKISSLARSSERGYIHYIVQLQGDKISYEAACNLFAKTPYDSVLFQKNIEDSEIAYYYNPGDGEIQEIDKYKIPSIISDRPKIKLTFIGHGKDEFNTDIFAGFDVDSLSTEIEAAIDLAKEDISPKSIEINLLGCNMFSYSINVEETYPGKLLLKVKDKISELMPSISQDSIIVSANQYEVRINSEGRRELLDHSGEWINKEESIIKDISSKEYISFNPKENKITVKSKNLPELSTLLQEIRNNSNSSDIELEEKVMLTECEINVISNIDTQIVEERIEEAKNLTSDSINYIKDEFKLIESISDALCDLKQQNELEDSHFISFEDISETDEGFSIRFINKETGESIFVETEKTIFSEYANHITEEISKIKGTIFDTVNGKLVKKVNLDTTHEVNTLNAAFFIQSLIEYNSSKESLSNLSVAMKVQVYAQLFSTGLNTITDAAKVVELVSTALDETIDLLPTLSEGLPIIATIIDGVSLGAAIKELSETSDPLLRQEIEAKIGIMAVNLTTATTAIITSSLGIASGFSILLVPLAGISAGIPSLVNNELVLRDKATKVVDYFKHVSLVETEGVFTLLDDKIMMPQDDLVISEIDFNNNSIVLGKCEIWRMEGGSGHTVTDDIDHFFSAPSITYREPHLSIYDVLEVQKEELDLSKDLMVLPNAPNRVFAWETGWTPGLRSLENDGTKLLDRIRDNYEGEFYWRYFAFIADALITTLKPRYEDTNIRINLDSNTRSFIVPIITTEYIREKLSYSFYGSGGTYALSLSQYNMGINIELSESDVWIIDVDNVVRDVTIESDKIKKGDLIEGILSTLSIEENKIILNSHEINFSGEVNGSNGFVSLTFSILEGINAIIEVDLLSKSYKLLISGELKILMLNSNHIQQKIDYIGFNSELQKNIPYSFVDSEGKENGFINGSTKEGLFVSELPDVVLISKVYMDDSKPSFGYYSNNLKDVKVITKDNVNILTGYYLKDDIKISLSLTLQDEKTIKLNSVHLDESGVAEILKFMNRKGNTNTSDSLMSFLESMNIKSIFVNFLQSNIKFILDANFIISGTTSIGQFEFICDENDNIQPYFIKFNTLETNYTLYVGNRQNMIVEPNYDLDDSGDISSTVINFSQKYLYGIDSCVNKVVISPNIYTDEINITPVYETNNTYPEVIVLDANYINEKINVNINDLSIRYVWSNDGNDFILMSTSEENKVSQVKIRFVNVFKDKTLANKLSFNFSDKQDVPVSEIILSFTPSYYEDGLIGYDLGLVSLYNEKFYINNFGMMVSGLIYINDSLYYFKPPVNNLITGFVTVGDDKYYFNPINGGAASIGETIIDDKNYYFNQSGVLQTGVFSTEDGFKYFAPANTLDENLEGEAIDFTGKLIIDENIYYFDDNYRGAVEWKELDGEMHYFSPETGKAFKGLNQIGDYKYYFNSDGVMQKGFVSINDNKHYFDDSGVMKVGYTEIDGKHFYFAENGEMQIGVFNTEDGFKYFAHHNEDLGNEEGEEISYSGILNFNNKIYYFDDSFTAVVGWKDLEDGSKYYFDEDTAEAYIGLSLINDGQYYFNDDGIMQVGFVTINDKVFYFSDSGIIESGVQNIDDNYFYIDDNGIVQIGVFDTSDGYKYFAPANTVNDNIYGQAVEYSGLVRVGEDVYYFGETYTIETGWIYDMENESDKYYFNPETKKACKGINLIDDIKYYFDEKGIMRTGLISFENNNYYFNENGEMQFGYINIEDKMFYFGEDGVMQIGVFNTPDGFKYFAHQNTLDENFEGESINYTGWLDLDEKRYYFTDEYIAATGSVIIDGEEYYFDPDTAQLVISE
BH1578 lux ind = inducers of Vibrio cholerae quorum light production without autoinducers, primary screen, BH1578 luxS cqsA deficient, single point. V. cholerae BH1578 lux reporter, luminescence, 6 h. activation, % at 18.7 µM. 350,000 tested, 0.16% active; in the data active means activation mostly above about 9.7%, no sharp cut-off; further: not every result past the cut was called active; inactives centre near 0; reference of the scale not given here
PfHsp40 rescue = rescue of yeast from PfHsp40 toxicity, primary screen, S. cerevisiae, ATP luminescence; growth rescue, % at 12.5 µM; 340,000 tested, 0.68% active; S. cerevisiae expressing PfHsp40, growth rescue; AID 504582, 2011; in the data active means growth rescue above about 28%, passing the limit was not always enough;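 further: yeast W303a lacking pdr1 and pdr3 grown in galactose medium; growth measured after three days at 30 °C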
BioA inh = M. tuberculosis BioA enzyme inhibitors, primary screen, biochemical, plate reader, single point, HTS; 7,8-diaminopelargonic acid synthase BioA (Mycobacterium tuberculosis); 360,000 tested, 0.096% active; AID 602481, 2012; inhibition, % at 9.99 µM; purified M. tuberculosis BioA enzyme; in the data active means inhibition above about 40%
FadD28 FP inh = inhibitors of FadD28 bisubstrate probe binding, primary screen, biochemical, fluorescence polarization, single point | Mycobacterium tuberculosis FadD28 fatty-acid-AMP ligase | inhibition, % at 12.5 µM | 360,000 tested, 0.22% active | AID 588549, 2011; in the data active means inhibition above about 8.5%, passing the limit was not always enough
Yp Topo-I inh = Yersinia pestis topoisomerase I inhibitors, primary screen, biochemical, cleavage product accumulation, plate reader, single point. Y. pestis Topo-I cleavage product accumulation. activity, % at 10 µM. 360,000 tested, 0.064% active; in the data active means activity above about 50%, passing the limit was not always enough; further: inactives centre near 2
GDH-TPI inh = GDH-TPI coupling enzyme inhibitors, primary screen, artefact control for M. tuberculosis FBA inhibitor project, biochemical, absorbance, full deck. AID 588335, 2011. 360,000 tested, 1.2% active. inhibition, % at 4.8 µM. GDH-TPI coupled enzyme counterscreen, NADH absorbance; in the data active means inhibition above about 30%;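 further: 0% = DMSO wells and 100% = wells lacking the enzyme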
* marks the source's active call; other numbers are inactive results; i = inactive; x = no result given; & = joins results of further samples. An unsorted share of the library; any-hit rate near 4.6%.

entry	canonical_smiles	Mtb UGM inh	Mtb FBA inh	TcdB inh	BH1578 lux ind	PfHsp40 rescue
1	COc1ccc(S(=O)(=O)Nc2cc(C)cc(C)n2)c2ccccc12	2.1	0	x	-15	1.2
2	CCCNC(=O)COc1coc(CN2CCN(c3ccccc3F)CC2)cc1=O	3.3	6	1.3	-1.8	0.0
3	Cc1ccc(S(=O)(=O)Nc2ncccn2)cc1	0.8	4	1.3	i	-2.6
4	CCCn1c(=N)n(CC(=O)c2ccc(Cl)cc2)c2ccccc21	1.0	0	3.0	-0.4	-0.9
5	O=C(CN1CCCC1)Nc1ccc(Oc2ccc(NC(=O)CN3CCCC3)cc2)cc1	7.8	-6	x	i	0.1
6	COc1ccc(C(=O)NCc2nnc(SCC(=O)Nc3cc(Cl)ccc3OC)o2)cc1	1.2	0	1.6	-0.2	-0.4
7	COc1cc(NC(=O)CN2C(=O)NC(C)(c3ccccc3)C2=O)c(C)cc1[N+](=O)[O-] (stereo unspecified)	1.4	3	x	-4.2	-0.8
8	NC(=S)N/N=C/c1cn(CCC(=O)O)nc1-c1cccc(Br)c1	3.7	-2	0.5	-0.6	0.4
9	CC(=O)c1ccc(NC(=O)CN2C(=O)COc3ccc(S(=O)(=O)N4CCCC4)cc32)cc1	-0.7	1	-3.3	i	1.9
10	COC(=O)c1cccc(NC(=O)CSc2nnc(COc3ccccc3)n2C)c1	1.0	-2	x	i	-1.6
11	CCCc1cc(=O)[nH]c(SCC(=O)Nc2cc(S(=O)(=O)N3CCOCC3)ccc2N(CC)CC)n1	2.5	-1	2.5	0.1	-0.9
12	COc1cc(NS(=O)(=O)c2ccc(N/C=C\C(=O)c3ccc(OC)c(OC)c3)cc2)nc(OC)n1	-0.1	3	1.7	-0.4	1.2
13	Clc1ccc(-n2ncc3c(NCc4ccco4)ncnc32)cc1	2.0	8	x	-0.2	-0.6
14	Cc1ccc(C)c(C2=CSC3=NS(=O)(=O)CCN23)c1	-1.9	4	x	0.4	0.4
15	O=C(Nc1c(-c2ccc(Cl)cc2)[nH][nH]c1=O)c1ccccc1Cl	x	2	-4.9	x	x

entry	BioA inh	FadD28 FP inh	Yp Topo-I inh	GDH-TPI inh
1	-0.7	-0.4	12	15
2	-0.9	-2.8	2	1
3	-1.4	-1.3	8	10
4	7.9	-2.6	7	-4
5	-1.3	-0.7	-10	12
6	0.6	-4.8	13	-7
7	x	-2.0	-7	11
8	0.0	-6.1	6	6
9	0.1	-2.0	1	6
10	1.4	1.2	9	-1
11	x	-2.8	8	2
12	3.0	-6.4	3	20
13	-1.6	-0.3	-8	7
14	-2.8	0.4	-8	-9
15	2.1	0.2	x	x

Further compounds follow:
entry	canonical_smiles	Mtb UGM inh	Mtb FBA inh	TcdB inh	BH1578 lux ind	PfHsp40 rescue
16	O=C(NCc1ccc(Cl)s1)c1cc(COc2c(F)cccc2F)on1	-0.6	-2	-6.0	i	1.1
17	COc1ccc(CNC(=O)C2CCN(c3nnc(N4CCCC4=O)s3)CC2)cc1	0.8	0	1.0	-0.2	-1.3
18	CC(=O)Nc1nc(C)c(-c2csc(Nc3cccc([N+](=O)[O-])c3)n2)s1	-4.5	1	x	-0.7	-1.4
19	COc1ccccc1-c1ccc(=O)n(CC(=O)NC2CCc3ccccc32)n1 (stereo unspecified)	0.4	5	0.7	i	0.6
20	CC(=O)Nc1ccc(NC(=O)C(C)OC(=O)c2cccs2)cc1 (stereo unspecified)	-2.3	3	0.5	i	0.7
21	CCCCOc1ccc(OCCNC(=O)C2CCCN2C(=O)Nc2ccccc2)cc1 (stereo unspecified)	-1.2	-3	-2.2	-0.3	3.0
22	CCCSc1nnc(-c2cnn(-c3ccccc3)c2-n2cccc2)n1C	-1.3	-1	x	i	1.1
23	Cn1c(=O)[nH]c(=O)c2c1nc(CN1CCN(c3cccc(Cl)c3)CC1)n2CCN1CCOCC1	-4.1	-4	x	-1.4	-0.1
24	CC(C)NC(=O)NC(=O)CSc1ncc(C(F)(F)F)cc1Cl	-1.8	-1	x	i	1.0
25	O=C(CNCCO)Nc1ccc(F)c(Cl)c1	-0.3	-1	1.6	1.5	0.3
26	COc1cccc(C(=O)NCc2cn3ccsc3n2)c1	-0.6	0	-0.4	-0.2	0.5
27	CCC(=O)N1CCc2cc(S(=O)(=O)NCCC(=O)Nc3cc(C)cc(C)c3)ccc21	0.6	3	x	i	-1.1
28	CSCc1nnc(NC(=O)c2ccc(S(=O)(=O)N3CCCCC3C)cc2)o1 (stereo unspecified)	-0.7	-2	-1.1	-0.3	-1.2
29	c1cnc(N2CCN(Cc3ccc4c(c3)OCO4)CC2)nc1	-0.6	-2&-5	1.4&0.6	i	-0.6&-1.3
30	Cn1c(=O)[nH]c(NC2CCCCC2)c([N+](=O)[O-])c1=O	2.9	-2	x	-0.4	-0.4

entry	BioA inh	FadD28 FP inh	Yp Topo-I inh	GDH-TPI inh
16	x	-1.6	-8	4
17	0.0	-0.6	2	2
18	0.7	-1.8	5	28
19	-0.3	-2.7	8	-4
20	-2.4	-0.1	0	-13
21	0.6	-4.9	29	-12
22	0.2	-2.8	15	-7
23	1.3	-3.4	-2	9
24	x	-0.9	1	-2
25	x	0.7	-1	-2
26	0.2	-2.4	4	2
27	-0.9	1.0	20	11
28	0.5	-2.6	5	-5
29	0.2&-2.0	-1.6&-4.1	-1&0	0&-3
30	-0.2	-4.2	4	26

The results go on.
entry	canonical_smiles	Mtb UGM inh	Mtb FBA inh	TcdB inh	BH1578 lux ind	PfHsp40 rescue
31	COCCCNC(=O)Cn1c(=O)n(Cc2ccccc2Cl)c(=O)c2cc(OC)c(OC)cc21	0.1	-1	1.2	i	-1.6
32	COc1cc(CC(=O)OCC(=O)NCCc2ccc(S(N)(=O)=O)cc2)cc(OC)c1OC	0.3	1	-0.7	i	0.1
33	CCCCn1c(N)c(N(Cc2ccccc2)C(=O)COc2ccccc2F)c(=O)[nH]c1=O	x	0	1.3	-0.7	x
34	CN(C(=O)c1cccc(NC(=O)Cc2ccccc2)c1)c1ccccc1	-0.9	0	0.7	-0.8	0.8
35	CC(=O)NC(Cc1ccc(C)cc1)C(=O)NC1CCN(c2ncccc2[N+](=O)[O-])CC1 (stereo unspecified)	-2.5	-4	0.0	-0.3	-0.3
36	Cc1ccc2c(c1)N(CC(=O)NCCC1=CCCCC1)C(=O)c1cccnc1O2	-2.8	4	-9.7	-0.1	-1.1
37	Fc1ccc(-c2nnc(CSc3nnc(-c4ccc5c(c4)OCO5)o3)o2)cc1	2.0	-2	x	-0.2	0.2
38	CSc1cc(-c2ccc(Cl)cc2)n(Cc2ccccc2)c(=O)c1C#N	2.7	2	x	i	0.9
39	CCOC(=O)c1c(C)sc(Sc2ccc(Cl)cc2[N+](=O)[O-])c1OC	-0.1	4	x	-0.6	0.4
40	COc1cccc(C2=NOC(C(=O)Nc3cc(OC)c(OC)c(OC)c3)C2)c1 (stereo unspecified)	0.0	-1	1.2	-0.6	0.6
41	CCOc1ccc(C(=O)NCC(=O)OCC(=O)c2ccc3c(c2)-c2ccccc2C3)cc1	-2.4	4	-0.1	-2.9	-1.5
42	COc1ccc2cc(C(=O)C3CCCN(C(=O)CCc4cnn(C)c4)C3)ccc2c1 (stereo unspecified)	1.2	127*	1.8	-2.0	0.9
43	COCCNS(=O)(=O)c1cccn1-c1ncc(C(F)(F)F)cc1Cl	1.1	0	x	i	-1.1
44	O=c1c2[nH]c3cccc(Cl)c3c2ncn1Cc1ccco1	4.3	-5	1.0	-0.1	1.8
45	CC1CCN(CCC(=O)Nc2ccc3c(c2)CCC3)CC1	3.9	-6	x	-4.2	0.2

entry	BioA inh	FadD28 FP inh	Yp Topo-I inh	GDH-TPI inh
31	1.7	-2.5	5	5
32	0.3	-1.3	-1	4
33	x	-3.0	-8	-5
34	-0.2	0.6	5	-4
35	x	-0.4	3	6
36	-1.0	0.9	16	0
37	x	-3.2	2	5
38	-3.7	-2.7	-5	9
39	4.6	-1.3	38	-4
40	0.4	-3.1	10	-1
41	x	-1.3	-2	2
42	x	-4.5	24	8
43	0.1	-1.5	-3	-5
44	x	-2.2	-7	-6
45	-0.4	-3.3	1	-7

Further compounds.
entry	canonical_smiles	Mtb UGM inh	Mtb FBA inh	TcdB inh	BH1578 lux ind	PfHsp40 rescue
46	CSc1cccc(NC(=O)c2c(Cl)cnn2C)c1	0.0	-1	0.6	-7.1	1.7
47	CN(CC(=O)Nc1ccc(Cl)cc1)C(=O)c1cccc(S(=O)(=O)N2CCN(Cc3ccccc3)CC2)c1	0.8	3	0.8	i	-0.2
48	COc1cccc(C(c2nnnn2C(C)(C)C)N2CCC3(CC2)C(=O)NCN3c2ccccc2)c1OC (stereo unspecified)	x	3	0.5	x	x
49	Cc1ccc(C#N)c(SCc2ccccc2[N+](=O)[O-])n1	3.2	-3	0.8	-0.2	1.9
50	CC(=O)c1cccc(OCc2cc(C(=O)N3CCC(N4CCCCC4)CC3)no2)c1	-1.1	1	0.5	i	1.1
51	O=C(O)CCn1c(SCc2cccc3ccccc23)nc2ccccc21	-0.2	-1	2.1	-0.3	2.3
52	CCOC(=O)c1[nH]c2ccccc2c1NC(=O)CN(C)C	1.3	2	x	-0.5	0.2
53	COc1cc(/C(C)=N/NC(=O)CSc2nc3ccccc3[nH]2)ccc1O	-0.5	2	5.7	-0.2	-1.2
54	CCC(=O)Oc1ccc2c(C)cc(=O)oc2c1C	-1.4	39*	x	i	-0.5
55	C=CCOC(=O)C1=C[C@H](c2ccccc2)[C@@H](CCCO)[C@H](OCC)O1	-2.3	2	0.2	i	0.0

entry	BioA inh	FadD28 FP inh	Yp Topo-I inh	GDH-TPI inh
46	-0.5	-1.0	-1	5
47	-2.0	-3.8	-2	-5
48	10	-0.6	x	x
49	x	-2.7	2	-8
50	-1.2	-1.0	10	-1
51	0.7	-5.1	5	-3
52	0.2	-3.0	-6	3
53	-8.0	-4.3	10	19
54	-1.9	1.3	-1	4
55	-0.6	-0.2	17	-6

Random excerpt: three records from the list.
entry	canonical_smiles	Mtb UGM inh	Mtb FBA inh	TcdB inh	BH1578 lux ind	PfHsp40 rescue
48	COc1cccc(C(c2nnnn2C(C)(C)C)N2CCC3(CC2)C(=O)NCN3c2ccccc2)c1OC (stereo unspecified)	x	3	0.5	x	x
50	CC(=O)c1cccc(OCc2cc(C(=O)N3CCC(N4CCCCC4)CC3)no2)c1	-1.1	1	0.5	i	1.1
53	COc1cc(/C(C)=N/NC(=O)CSc2nc3ccccc3[nH]2)ccc1O	-0.5	2	5.7	-0.2	-1.2

entry	BioA inh	FadD28 FP inh	Yp Topo-I inh	GDH-TPI inh
48	10	-0.6	x	x
50	-1.2	-1.0	10	-1
53	-8.0	-4.3	10	19

From PubChem
